NPR1 activator: GC-A (human) enzyme activation; AID 1671463; P16066; activation, % at 10 µM; actives 0.14% (n = 370,000); HEK293 GC-A cells, cGMP TR-FRET, EC30 ANP; 0% at EC30 ANP, 100% saturating ANP; in the data active = activation above about 40%
GC-B act: GC-B (human) receptor activation; AID 1920062; P20594; HEK293-GC-B cells, CNP EC30, cGMP TR-FRET; 0% at EC30 CNP, 100% saturating CNP; actives 0.11% (n = 370,000); activation, % at 10 µM;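 active = activation at 10 µM reaching about 35% in either raw or pattern-adjusted values, limit read from the data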
TCR-CD3 inh: human TCR-CD3 binding inhibition | TAMRA-labeled TCR probe fluorescence, biochemical | actives 0.37% (n = 360,000) | inhibition, % at 9.4 µM; in the data active = inhibition above about 19%;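 also: recombinant mutant TCR 2C K166C tagged with TAMRA read by polarization; 0% = receptor in buffer alone and 100% = receptor with positive control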
rCAG binder: molecules binding r(CAG) RNA repeats | actives 1.3% (n = 370,000) | inhibition, % at 3 µM | r(CAG) RNA repeat, TO-PRO-1 dye displacement fluorescence;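 active = inhibition above the plate cutoff, the mean of all test compounds on that plate plus 3 SD, cut at about 35% in these data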;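 also: 0% = DMSO alone and 100% = 100 µM mitoxantrone as full dye displacement; higher means more dye released from RNA so lower well fluorescence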
MBD2 DNA inh: MBD2-methylated oligo binding inhibition; Q9UBB5; actives 0.31% (n = 370,000); inhibition, % at 4.4 µM; TR-FRET, MBD2 binding to methylated oligonucleotide; AID 686964; in the data active = inhibition above about 13%
Target sequence (Q9UBB5 whole entry, looked up): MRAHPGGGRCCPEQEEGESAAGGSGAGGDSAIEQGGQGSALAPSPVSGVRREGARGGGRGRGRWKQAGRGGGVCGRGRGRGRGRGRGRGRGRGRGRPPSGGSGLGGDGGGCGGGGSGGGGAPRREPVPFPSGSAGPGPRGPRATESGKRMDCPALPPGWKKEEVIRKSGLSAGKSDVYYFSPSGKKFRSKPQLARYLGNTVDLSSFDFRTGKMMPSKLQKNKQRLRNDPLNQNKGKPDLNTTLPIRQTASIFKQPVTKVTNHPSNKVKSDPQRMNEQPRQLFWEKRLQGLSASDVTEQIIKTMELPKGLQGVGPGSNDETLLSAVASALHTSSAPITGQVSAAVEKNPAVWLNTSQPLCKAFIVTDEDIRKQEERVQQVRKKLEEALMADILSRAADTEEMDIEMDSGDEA
HTRA1 inh: inhibitors of human serine peptidase HTRA1; recombinant HTRA1, FP-rhodamine activity-based probe, fluorescence polarization; Q92743; inhibition, % at 5.96 µM; actives 0.5% (n = 340,000); AID 504803; in the data active = inhibition above about 36%;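 also: 0% = enzyme with DMSO and 100% = wells lacking enzyme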
UHRF1 MBD2 ctr: UHRF1 methyl-DNA binding inhibition | actives 0.75% (n = 370,000) | inhibition, % at 4.4 µM | AID 687016 | UHRF1 binding to methylated oligo, TR-FRET | Q96T88; in the data active = inhibition above about 21%;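 also: UHRF1 SRA domain binding a hemimethylated CpG hairpin DNA probe; 0% = median of test compound wells and 100% = reference inhibitor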
PRMT1 FP inh: blocks human protein arginine methyltransferase 1 | recombinant PRMT1, activity-based probe fluorescence polarization | inhibition, % at 2.79 µM | actives 1.3% (n = 370,000);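 active = inhibition above about 21% made by adding two undisclosed values, limit read from the data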
mABHD4 FP: inhibits mouse alpha/beta hydrolase domain 4. Q8VD66. purified mABHD4, FP-Rh probe fluorescence polarization. actives 0.54% (n = 370,000). inhibition, % at 8.92 µM;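 active = inhibition exceeding the mean over every tested compound plus 3 SD, cut at about 30% in these data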;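 also: 0% = plate median of compound wells and 100% = S159A mutant with DMSO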
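Assay system: Wild-type mouse ABHD4 protein | Medium: HEPES pH 7.0 buffer, 150 mM NaCl, 0.01% Pluronic F-127 | Incubation: Enzyme–compound pre-incubation 45 min, then probe 60 min, both 25 °C | Technique: Fluorescence polarization with parallel and perpendicular emission, 525/598 nm | Evaluation: % inhibition of FP-Rh probe binding versus controls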
SIAE inh: inhibitors of human sialic acid acetylesterase SIAE. Q9HAT2. SIAE FP-Rh probe binding, fluorescence polarization. inhibition, % at 9.66 µM. actives 0.69% (n = 370,000). AID 1053197;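 active = inhibition above a cutoff: mean of compounds within the control limits plus 3 SD of those, cut at about 17% in these data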;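 also: 0% = plate median of compound wells and 100% = probe without SIAE protein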
Target sequence (Q9HAT2 whole entry, looked up): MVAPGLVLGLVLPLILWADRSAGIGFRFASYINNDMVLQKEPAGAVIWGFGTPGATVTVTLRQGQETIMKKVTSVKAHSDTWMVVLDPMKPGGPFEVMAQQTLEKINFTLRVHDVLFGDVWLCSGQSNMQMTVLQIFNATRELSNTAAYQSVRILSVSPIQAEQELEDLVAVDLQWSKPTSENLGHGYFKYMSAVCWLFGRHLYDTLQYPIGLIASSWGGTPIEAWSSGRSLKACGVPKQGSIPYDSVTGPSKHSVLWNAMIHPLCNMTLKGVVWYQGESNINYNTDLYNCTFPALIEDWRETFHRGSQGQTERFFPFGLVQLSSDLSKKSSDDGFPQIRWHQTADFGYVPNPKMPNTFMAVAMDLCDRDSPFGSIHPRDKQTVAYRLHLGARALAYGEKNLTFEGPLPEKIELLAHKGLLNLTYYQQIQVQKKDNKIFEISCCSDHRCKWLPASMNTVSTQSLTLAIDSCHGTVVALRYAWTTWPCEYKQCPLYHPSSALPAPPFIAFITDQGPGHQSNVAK
An asterisk follows results filed as active; / = no result given.

Structure	NPR1 activator	GC-B act	TCR-CD3 inh	rCAG binder	MBD2 DNA inh	HTRA1 inh	UHRF1 MBD2 ctr	PRMT1 FP inh	mABHD4 FP	SIAE inh
OCCN(CCO)c1ccc2ccccc2c1	-5.1	-6.9	-0.1	-1.9	-2.5	6.5	-2.0	5.7	-1.0	3.1
CC(C)(C)c1ccc(/C=N/NC(=O)CN2CCS(=O)(=O)CC2)cc1	-2.2	-8.1	-4.6	-7.0	1.8	1.3	1.7	-3.4	4.5	2.8
CC1(C)Cc2nc(N3CCOCC3)c(C#N)cc2CO1	-4.1	2.6	0.1	-2.8	2.3	4.3	-2.2	-0.4	-0.1	-0.2
O=C(O)CC12CC3CC(C1)CC(n1ncc(NCc4ccco4)c(Cl)c1=O)(C3)C2	1.8	8.3	10.7	-2.5	-1.4	-1.5	-0.1	-3.3	5.1	1.8
CSc1ncccc1C(=O)Nc1ccccc1N1CCOCC1	-10.1	-10.7	-4.2	-0.6	0.8	-5.0	-0.3	2.8	6.6	2.9
Cc1cccc(-c2sc(Nc3ccccc3)n[n+]2-c2ccccc2)c1	-5.5	-1.4	-3.0	4.9	0.3	-28.2	-0.8	6.9	3.6	0.2
O=C1C(=O)N(CC2CCCO2)C(c2ccco2)/C1=C(/O)c1ccc(F)cc1 (centres undefined)	2.9	5.2	0.0	1.5	1.1	1.9	-1.6	-2.7	-0.8	9.4
COc1ccc(CNC(=O)C2CCN(C(=O)c3ccccc3)CC2)cc1	3.0	1.3	10.8	-3.8	-0.1	5.3	-0.2	-5.6	0.8	-4.8
CC1CCCN(C(=O)CSc2nnc(-c3cccnc3)n2C2CCCCC2)C1 (centres undefined)	-0.6	4.0	2.0	-10.7	-2.8	-0.2	-0.8	-3.9	3.3	-0.3
CCSS(=O)(=O)c1cccc2cccnc12	6.3	3.7	4.3	0.0	3.3	/	-8.1	93.4*	4.6	5.2
Cc1cc(C)n(-c2nc3ccccc3c(=O)n2OCC#N)n1	1.7	5.5	-7.0	-0.5	5.8	12.5	0.5	2.9	-3.7	-2.8
CC(NC(=O)c1ccccc1NC(=O)c1ccccc1)C(=O)N1CCOCC1 (centres undefined)	-0.6	-1.6	-2.7	5.6	-3.2	-2.1	2.0	1.4	-5.0	-9.0
CC(=O)Nc1ccc(S(=O)(=O)N(C)CC(=O)N/N=C/c2cccs2)cc1	0.5	-2.9	-6.4	3.7	-1.4	-0.3	0.1	-5.2	-7.3	-0.7
CCOc1ccc(/C=C(/NC(=O)c2ccccc2Cl)C(=O)O)cc1	2.3	-4.0	-5.8	0.4	4.1	3.3	-0.4	2.7	2.6	-12.7
C/C(=N\N(C)C)c1ccc(OCCOc2ccc([N+](=O)[O-])cc2)cc1	1.1	4.4	1.8	1.4	-4.2	-2.8	0.5	1.0	-3.5	-1.4
NS(=O)(=O)c1ccc(NC(=O)CSc2cn[nH]n2)cc1	-1.4	-3.0	3.1	2.3	-4.2	-7.9	-0.1	0.0	-1.3	-0.1
O=C(CCN1CCCC1Cc1ccccc1)c1ccc2c(c1)OCCO2 (centres undefined)	1.3	-4.9	7.7	-1.9	-7.7	-0.4	-1.1	37.2*	-4.9	-4.5
COc1cc2c3nnc(-c4ccc(F)cc4)c-3cn(Cc3ccccc3F)c2cc1OC	18.6	13.4	-9.6	2.8	0.1	-2.1	1.2	0.0	14.9	-18.7
COC(=O)C(NC(C)=O)(Nc1ccc(Br)cn1)C(F)(F)F (centres undefined)	-0.7	2.8	-1.8	1.2	0.1	-0.7	0.8	1.7	-2.5	-1.9
S=C(NCC(c1cccnc1)N1CCOCC1)NC1CCCCC1 (centres undefined)	3.8	1.9	4.8	-1.1	-5.6	0.9	-2.2	0.7	8.7	4.0

Single records, from the list above.
Profile of COC(=O)C(NC(C)=O)(Nc1ccc(Br)cn1)C(F)(F)F (centres undefined) : NPR1 activator: -0.7; GC-B act: 2.8; TCR-CD3 inh: -1.8; rCAG binder: 1.2; MBD2 DNA inh: 0.1; HTRA1 inh: -0.7; UHRF1 MBD2 ctr: 0.8; PRMT1 FP inh: 1.7; mABHD4 FP: -2.5; SIAE inh: -1.9
Profile of CCOc1ccc(/C=C(/NC(=O)c2ccccc2Cl)C(=O)O)cc1 : NPR1 activator: 2.3; GC-B act: -4.0; TCR-CD3 inh: -5.8; rCAG binder: 0.4; MBD2 DNA inh: 4.1; HTRA1 inh: 3.3; UHRF1 MBD2 ctr: -0.4; PRMT1 FP inh: 2.7; mABHD4 FP: 2.6; SIAE inh: -12.7

The list goes on.
Structure	NPR1 activator	GC-B act	TCR-CD3 inh	rCAG binder	MBD2 DNA inh	HTRA1 inh	UHRF1 MBD2 ctr	PRMT1 FP inh	mABHD4 FP	SIAE inh
COc1cc(/C=N/N=C2/C(=O)Nc3ccccc32)ccc1O	-8.5	-11.1	-7.0	3.7	-2.7	3.4	-13.3	2.4	-1.9	-11.1
FC(F)(F)c1nnc2c(Sc3ccccc3)nc3ccccc3n12	2.0	-5.4	1.3	-1.7	2.9	1.8	5.8	3.9	-5.5	-1.5
O=C(O)c1cc(-c2ccco2)nn1-c1ccc(Cl)cc1	-1.8	-2.6	8.4	18.4	6.8	1.5	11.7	7.7	6.1	-2.1
COc1ccc(Nc2ncnc3ccccc23)cc1	0.7	-0.3	0.5	-1.1	1.9	1.5	0.7	2.3	10.4	3.1
COc1ccc(CCNC(=O)CSc2nnc(Cc3csc(N)n3)n2C)cc1OC	2.1	3.4	0.9	-1.0	5.1	6.5	-0.6	-0.1	1.1	-3.1
COc1ccc(N(Cc2ccccc2)S(=O)(=O)c2ccc(C)cc2)cc1	-4.1	-6.0	-4.4	-6.1	5.7	/	1.4	-0.1	4.0	-1.9
COc1ccc(NC(=O)c2cccc(S(=O)(=O)N3CCc4ccccc43)c2)cn1	-35.3	-13.3	4.3	-3.5	-2.9	-5.5	-1.0	2.2	-8.6	7.8
COc1cc(CNc2ccc(C(=O)O)cc2)cc(Br)c1OCC(=O)NC(C)(C)C	-0.7	-7.0	4.0	7.1	-4.1	-1.9	-0.7	-2.2	-6.0	-0.2
CCOc1ccc2nc(NC(=O)CSc3nc4cccnc4n3C)sc2c1	3.1	2.3	-5.7	4.7	-0.8	-0.7	2.2	0.1	-12.6	-4.4
Cc1nnc(C)n1/N=C/c1ccc(-c2ccccc2)cc1	-2.1	-7.6	6.2	-4.5	4.7	-0.2	-0.1	0.9	8.9	4.6
CC1(C)C2CCC(C2)C1(C)NC(=O)CNCC1CCCCC1 (centres undefined)	2.0	3.2	-15.6	-5.7	6.9	-5.0	1.2	-2.2	7.8	7.5
CC(C)[C@H](NC(=O)c1ccccc1)C(=O)OCC(=O)N1CCc2ccccc2C1	1.0	-1.4	5.4	-6.0	-0.8	-0.4	-2.1	-2.9	-4.5	0.6
O=C(O)c1ccc2c(c1)S(=O)(=O)c1cc(Cl)ccc1C2=O	-1.5	-1.3	1.5	2.7	2.2	2.5	8.3	3.0	10.1	8.8
CC(CN(C(N)=O)c1ccccc1O)C(=O)O (centres undefined)	0.3	-5.4	3.0	2.2	-6.1	-1.1	-4.5	1.1	3.2	-1.9
Nc1nc(SCC(=O)c2ccc(Oc3ccccc3)cc2)n[nH]1	8.8	5.6	4.3	7.6	-0.5	-9.0	-4.1	9.1	2.2	-2.6
COc1cc(CNCc2ccc(OC)cc2OC)cc(OC)c1	-19.0	-6.5	-1.7	0.9	6.3	-9.9	2.8	-4.4	9.9	2.0
COc1ccc(/C=N/N=C2\SCC(=O)N2c2c(C)n(C)n(-c3ccccc3)c2=O)cc1OC	0.4	2.3	-0.3	7.0	2.5	-3.9	11.1	0.9	0.1	0.7
Cc1cccc(NCCNc2cccc(C)c2)c1	3.2	-3.0	-4.5	-5.0	3.8	-1.9	-1.9	1.7	4.1	8.2
Cc1cc(C)c(S(=O)(=O)N2CCN(C(=O)C3COc4ccccc4O3)CC2)c(C)c1 (centres undefined)	-0.7	-4.2	-2.5	1.4	0.5	-1.6	-1.7	-0.9	0.4	-4.2
O=C(NCC(c1cccs1)N1CCOCC1)c1ccc(Cl)c([N+](=O)[O-])c1 (centres undefined)	-4.3	-3.1	0.3	-4.0	-2.6	4.0	0.8	-2.9	3.7	-1.3
CCn1c(SCC(=O)NC2CC2)nnc1-c1ccncc1	1.4	2.9	4.1	-1.6	-0.4	2.0	-2.3	5.5	2.1	8.9
CC(C)C(OC(=O)c1ccco1)C(=O)NC1CCCC1 (centres undefined)	0.4	-5.1	2.6	-1.7	-1.6	0.0	0.7	-0.7	4.5	-1.4
CCN(CC)S(=O)(=O)c1ccc(Cl)c(NC(=O)COC(=O)/C=C/c2ccc(O)c(OC)c2)c1	-0.3	-3.2	-6.8	13.4	2.9	-1.1	3.9	2.9	-14.6	-0.8
Cc1c(C)n2c(SCC(=O)N3CCOCC3)nnc2[nH]c1=O	1.2	3.9	4.9	0.4	-3.2	6.1	-4.0	-2.9	-3.2	-6.5
Cc1cc(C)cc(S(=O)(=O)Cc2noc(C(=O)NCc3ccccc3)c2C(=O)NCc2ccccc2)c1	-5.1	-2.1	2.8	5.3	-6.0	1.0	2.9	-3.5	-5.2	-10.8
COc1ccc(C2=CC(=O)OC3(CCCC3)O2)cc1	-0.4	-2.6	-1.0	-0.3	-3.4	-7.0	-1.2	2.5	-0.8	8.9
CN(CCOc1ccccc1)C(=O)C1CCN(C(=O)c2ccc(Cl)cc2)CC1	0.2	2.5	-5.3	-8.4	3.5	5.9	-0.6	1.1	6.8	3.9
O=C(Nc1cccc(S(=O)(=O)N2CCOCC2)c1)c1ccc(=O)[nH]c1	-0.5	1.4	5.5	0.4	-1.3	3.5	1.5	-2.5	2.9	5.9
Cc1ccc(Cl)cc1NC(=S)N/N=C/c1cccc2ccccc12	-5.8	-5.6	2.9	20.3	2.0	-47.3	5.1	-3.0	-0.7	-17.6
Cc1ccc(CN2CCNC(=O)C2CC(=O)N(C)C(C2CC2)C2CC2)o1 (centres undefined)	-2.2	2.5	9.3	-2.4	3.1	-1.2	-0.6	1.7	-0.4	8.8
CC(=O)c1ccc(Nc2nc(-c3ccccc3)nc3ccccc23)cc1	1.3	2.3	5.6	17.9	-4.7	-32.4	-2.3	-5.6	-13.9	-19.1
O=C(Cn1cnc([N+](=O)[O-])n1)NCCc1ccccc1	-0.3	2.6	-6.2	2.0	1.9	/	2.5	3.2	3.8	-1.1
COc1cccc(CN2CCN(Cc3ccc(OC)c(OC)c3)CC2CCO)c1 (centres undefined)	0.3	5.4	7.7	-7.0	0.0	-0.8	-3.3	0.3	3.4	-0.6
CC(Sc1nnc(-c2ccc(OC(F)F)cc2)o1)C(=O)NCC1CCCO1 (centres undefined)	-0.5	0.2	-3.2	-6.1	2.5	-3.6	1.3	3.7	-1.8	-3.8
COCCNC(=O)C1(C)CCN(C(=O)c2sccc2C)C1 (centres undefined)	4.5	-1.1	-1.6	0.3	-4.6	/	1.3	-2.5	-7.0	-7.1
Cc1noc(C)c1NC(=O)N(C)C[C@H]1OCCCC[C@@H](C)Oc2ccc(NC(=O)c3ccccc3)cc2C(=O)N([C@H](C)CO)C[C@@H]1C	3.0	-0.6	5.7	2.8	0.3	-1.2	3.4	-3.6	5.0	-3.3
O=C(Nc1ccc2c(c1)CCC2)c1ccccc1F	0.8	-3.2	6.5	-4.5	0.7	-8.8	-0.3	-0.1	3.0	-5.1
O=C(O)c1ccccc1OCc1ccccc1Cl	2.0	0.6	5.9	3.2	0.2	-0.9	-2.0	2.2	1.6	0.1

Screening data: PubChem, several laboratories

These rows are one share of the data. The share of hits here may be higher or lower than overall.
